Compound activity (PubChem)
GoLoco inh red: blocks human Gai1 binding to RGS12 GoLoco peptide, red readout | Gai1:RGS12 GoLoco peptide FP, rhodamine, 10 min | Potency, µM (highest dose often 61.6 µM), inactives show at the top dose activity, negative = inhibition, actives largely listed as inhibitors | 0.44% of 230,000 active | AID 880; active means well fitted inhibition curve with a large enough effect, not every such curve was filed as active; inactive means no such curve, though single readings can be large or run the other way; further: on the % scale 0 is the no-effect control and ±100 the full control effect; nearly all actives have a fitted effect of over 30% in size; many of its hits are not listed in these tables
Target sequence (P63096 whole entry, looked up): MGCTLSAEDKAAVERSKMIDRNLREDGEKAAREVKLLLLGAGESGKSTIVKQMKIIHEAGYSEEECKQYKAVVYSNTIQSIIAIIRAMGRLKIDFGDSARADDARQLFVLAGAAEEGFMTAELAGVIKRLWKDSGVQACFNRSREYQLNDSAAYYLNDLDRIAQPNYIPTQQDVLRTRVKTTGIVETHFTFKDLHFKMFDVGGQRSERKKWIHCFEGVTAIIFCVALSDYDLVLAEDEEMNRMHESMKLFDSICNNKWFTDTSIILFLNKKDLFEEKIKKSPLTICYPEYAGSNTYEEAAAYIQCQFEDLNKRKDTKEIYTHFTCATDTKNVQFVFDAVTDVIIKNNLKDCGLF
RECQ1 helicase: RECQ1 (human) helicase inhibition; P46063; RECQ1 DNA unwinding, red fluorescence kinetic read; Potency, µM (titrated, usually from 57.3 µM), for inactives: at the top dose activity, negative = inhibition, actives largely listed as inhibitors; 0.54% of 240,000 active; AID 2549;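 further: plate controls were vehicle for no effect and no enzyme for full effect; nearly all actives have a fitted effect of over 30% in size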
Target sequence (P46063 whole entry, looked up): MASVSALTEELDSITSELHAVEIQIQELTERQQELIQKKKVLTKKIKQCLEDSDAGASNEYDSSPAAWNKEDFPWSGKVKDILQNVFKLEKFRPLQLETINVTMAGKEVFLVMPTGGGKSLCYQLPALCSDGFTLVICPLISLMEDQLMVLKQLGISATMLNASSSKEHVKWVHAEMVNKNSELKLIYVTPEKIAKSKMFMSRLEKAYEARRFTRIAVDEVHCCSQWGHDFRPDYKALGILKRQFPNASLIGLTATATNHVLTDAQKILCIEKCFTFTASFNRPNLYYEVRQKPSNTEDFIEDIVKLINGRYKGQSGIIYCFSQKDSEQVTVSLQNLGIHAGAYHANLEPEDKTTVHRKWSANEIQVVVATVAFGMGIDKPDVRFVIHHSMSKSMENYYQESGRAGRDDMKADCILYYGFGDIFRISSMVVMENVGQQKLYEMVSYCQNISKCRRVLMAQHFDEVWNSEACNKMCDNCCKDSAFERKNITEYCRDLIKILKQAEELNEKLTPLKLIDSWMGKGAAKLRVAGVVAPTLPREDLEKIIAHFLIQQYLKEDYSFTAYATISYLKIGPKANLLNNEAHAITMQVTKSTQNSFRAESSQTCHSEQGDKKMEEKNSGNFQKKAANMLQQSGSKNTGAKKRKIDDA
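RECQ1T1 50 nM; forked duplex (20 bp + 30-nt ss tails) 200 nM, ATP 2 mM final; pH 8.0, 2 mM MgCl2, 2.5 ug/ml poly(dI-dC); 15 min compound preincubation; discontinuous kinetic read over 2 h at RT.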
KDM4E inh: inhibitors of human JMJD2E histone demethylase | JMJD2E catalytic domain, FDH-coupled NADH fluorescence (FDH is formaldehyde dehydrogenase) | Potency, µM (doses to about 57.1 µM), for the others: at the highest dose activity change, negative = inhibition, most hits filed as inhibitors | 1.6% of 230,000 active; active means well fitted inhibition curve with a large enough effect, not every such curve was filed as active; inconclusive means small, poorly fitted or top-dose-only effect, or another doubt; inactive means no such curve, though single readings can be large or run the other way;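 further: 0% = wells with enzyme and -100% = buffer wells without enzyme; nearly all actives have a fitted effect of over 50% in size; many of its hits are not listed in these tables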
TexasRed fluor: Texas Red fluorescence interference in TRb-SRC2 counter-screen | 0.29% of 280,000 active | Potency, µM (doses to about 106 µM), without a hit: at the highest dose fluorescence change, negative = quenching | TRb/SRC2 Texas Red total fluorescence interference; active means well fitted curve in either direction with a large enough effect; inconclusive means small, poorly fitted or top-dose-only effect; further: on the % scale 0 is the no-effect control and ±100 the full control effect
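Human TRb ligand-binding domain at 0.6 uM with 20 nM Texas Red SRC2 peptide in Tris buffer containing 1 uM T3 and 5% DMSO, incubated with compound 5 h at ambient temperature. Total fluorescence (555/632 nm) calculated as parallel + 2 × perpendicular.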
SMN2 splice enh: enhancers of SMN2 splice variant expression. Potency, µM (top dose mostly 46.1 µM), without a hit: at the top dose activity change, positive = activation, hits mostly activators. 2.8% of 210,000 active. AID 1458. HEK293 SMN2-luciferase splicing reporter, luminescence, 30-36 h; further: % of control where 0% means no effect; nearly all actives have a fitted effect of over 55% in size
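HEK293 cells carry an SMN2 minigene-luciferase reporter in which exon 7 inclusion puts luciferase in frame. Cells were seeded at 2000 cells/well, attached for 10-12 hours, then exposed to compounds for 30-36 hours at 37C before ONE-Glo luminescence.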
ALDH1A1 inh: blocks purified human ALDH1A1 activity. P00352. Purified ALDH1A1, NADH fluorescence, propionaldehyde substrate. Potency, µM (series often up to 75.3 µM), without a hit: at the highest dose activity, negative = inhibition, most hits filed as inhibitors. 7.3% of 220,000 active. AID 1030; active means well fitted inhibition curve with a large enough effect, not every such curve was filed as active; inconclusive means small, poorly fitted or top-dose-only effect, or another doubt; inactive means no such curve, though single readings can be large or run the other way;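 further: plate controls were no enzyme wells and a reference inhibitor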
Lamin A splicing: LMNA splicing modulation | 0.01% of 200,000 active | HeLa LMNA splicing GFP/RFP minigene ratio, 48 h | AID 1487 | Potency, µM (titrated, usually from 46.1 µM), without a hit: top-dose ratio change, negative = inhibition, hits mostly inhibitors; active means well fitted inhibition curve with a large enough effect in the signal ratio, with a control signal flat, not every such curve was filed as active; inconclusive means small, poorly fitted or top-dose-only effect, or effect the other way, or a change in a side signal; the % refers to the signal ratio; further: on the % scale 0 is the no-effect control and ±100 the full control effect
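S3 HeLa stable clones carrying a lamin A-EGFP splicing minigene plus DsRed2 were seeded at 600 cells/well in Opti-MEM with 2% FBS, pin-dosed and incubated 48 h at 37°C. Acumen cytometry (488 nm) gave the GFP/RFP total-intensity ratio.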
TRb SRC2 PPI: disrupts binding of human TR beta to SRC2; P10828; 0.065% of 280,000 active; TRbeta-SRC2 peptide binding, fluorescence polarization; receptor liganded with 1 µM T3; Potency, µM (top dose mostly 106 µM), without a hit: at the highest dose activity change, negative = inhibition, usual class: inhibitors;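 further: plate controls were bound peptide for no effect and peptide without receptor for full effect; nearly all actives have a fitted effect of over 50% in size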
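Polarization signal, normalized between peptide-alone and full complex controls, measured compound effects on T3-liganded human TRb LBD (0.6 uM) binding 20 nM Texas Red SRC2 peptide after 5 hr.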
* = called active by the depositor; i = inactive; ? = inconclusive; . = no result given; [ ] = remark or other dose. Unless noted, the call rests on the fitted dose curve; in most records, active means well fitted curve in the direction sought with a large enough effect; inconclusive means small, poorly fitted or top-dose-only effect, or another doubt; inactive means no such curve, though single readings can be large; an effect the other way counts as inactive or inconclusive. Potency means the concentration at half of the fitted maximal effect. A portion of the library; the hit share may differ from the screen's.

SMILES | GoLoco inh red | RECQ1 helicase | KDM4E inh | TexasRed fluor | SMN2 splice enh | ALDH1A1 inh | Lamin A splicing | TRb SRC2 PPI
C=CCOC(=O)c1sc(NC(=O)c2ccco2)nc1C | -4% | -1% | ? | -5% | ? | ? | ? | -3%
OC(c1ccc2c(c1)OCO2)c1nccc2ccccc12 (configuration not stated) | -2% | i | -15% | 0% | 3% | -11% | -9% | 2%
CN(C)C(=O)c1ccc(-c2ccc3ncnc(NCCN4CCOCC4)c3c2)cc1 | 8% | 0% | . | . | . | ? | 2% | .
O=C(N/N=C/C=C/c1ccco1)c1cccc([N+](=O)[O-])c1 | 3% | -26% | -27% | -5% | -1% | -16% | -9% | -5%
COc1cc(/C=N/NC(=O)C(=O)NCc2ccco2)cc(Cl)c1O | 4% | -3% | 10% | -2% | . | . | . | 7%
O=C(CCC1COc2ccccc2O1)N1CCCC1 (configuration not stated) | -4% | 0% | -2% | -4% | 7% | -4% | 0% | 3%
Cc1cc(Cl)n2nc(C)c(-c3ccc(Cl)cc3)c2n1 | 9% | -1% | 3% | 0% | 1% | -1% | . | -9%
COc1ccccc1N(CC(=O)NCCC1=CCCCC1)S(=O)(=O)c1ccccc1 | 13% | i | 1% | 1% | -7% | -3% | 8%[46 µM] | 5%
O=[N+]([O-])c1ccc(Sc2cccc[n+]2[O-])c2nonc12 | -35% | ? | 57%[activator] | -27% | . | 2.2µM* | . | -16%
Cc1cc(=O)[nH]c(SCC(=O)N2CCN(S(=O)(=O)c3ccccc3)C2)n1 | 0% | -3% | -4% | -3% | -9% | 2% | . | -8%
O=C(CCC(=O)OCC(=O)c1ccccc1)NC1CCCCC1 | 5% | i | 8% | -8% | 8% | 3% | 3% | 0%
Cc1ccc(-c2nc(-c3ccccc3)no2)c(Cl)c1 | -2% | -11% | -1% | 0% | -30% | 8% | 3% | 2%
COc1ccc(Br)cc1/C=N/NC(=O)CNC(=O)/C=C/c1ccccc1 | 2% | -3% | -11% | -2% | 1% | 10% | ? | -1%
N#CC1=C(N)Oc2c(oc(CO)cc2=O)C1c1cccs1 (configuration not stated) | 4% | i | ? | 3% | -10% | -7% | 4% | 2%
O=C(c1ccc(F)cc1)N1CCN(c2ccc([N+](=O)[O-])cc2-n2cccc2)CC1 | 3% | -11% | -1% | -1% | . | . | . | 4%

The last 3 records of the part before come first, to join the parts:
SMILES | GoLoco inh red | RECQ1 helicase | KDM4E inh | TexasRed fluor | SMN2 splice enh | ALDH1A1 inh | Lamin A splicing | TRb SRC2 PPI
COc1ccc(Br)cc1/C=N/NC(=O)CNC(=O)/C=C/c1ccccc1 | 2% | -3% | -11% | -2% | 1% | 10% | ? | -1%
N#CC1=C(N)Oc2c(oc(CO)cc2=O)C1c1cccs1 (configuration not stated) | 4% | i | ? | 3% | -10% | -7% | 4% | 2%
O=C(c1ccc(F)cc1)N1CCN(c2ccc([N+](=O)[O-])cc2-n2cccc2)CC1 | 3% | -11% | -1% | -1% | . | . | . | 4%
Cc1ccc(S/C=C\C(=O)c2ccccc2)cc1 | 0% | -12% | -2% | 0% | -3% | 20µM* | ? | -12%
O=C(COc1nc2ccccc2nc1N1CCOCC1)N1CCc2ccccc21 | 2% | -11% | ? | -5% | -4% | 13% | 3% | 2%
COc1ccc(OCC(=O)NNC(=O)C(=O)N2CCCC2)cc1 | -2% | -1% | -4% | 0% | 1% | 2% | -8% | 7%
Cc1ccc2c(c1)CC1(CN2C)C(=O)OC(C)(C)OC1=O | -16% | -5% | ? | -3% | ? | ? | -6% | 3%
CCOC(=O)CNC(=O)c1cn(CC)c(=O)c2cc(OC)c(OC)cc12 | 1% | -8% | -12% | -2% | 12% | -15% | 8% | -3%
CC(=O)N1CCN(S(=O)(=O)c2c(F)cc(F)c(Cl)c2F)CC1 | 3% | 13% | -4% | 0% | 2% | 8% | . | 6%
CC(C)C1OC2c3cccc4cccc(c34)C2N1c1ccccc1 (configuration not stated) | -52% | -10% | ? | 6% | -20% | 25µM* | -11% | 3%
COCCn1c(SCC(=O)Nc2cc(C)on2)nnc1-c1ccco1 | 5% | 0% | -2% | -2% | -6% | ? | ? | -4%
Cc1cccc2cc(CN(Cc3ccco3)C(=O)c3cccs3)c(=O)[nH]c12 | -31% | -1% | ? | -3% | -59%[inhibitor] | ? | 16% | -13%
CN(C)c1ccc(/C=C(/C#N)C(=O)NCc2ccccc2)o1 | 6% | -2% | -3% | -1% | 13µM* | ? | -9% | -10%
NC(=O)c1ccc(C(F)(F)F)n(Cc2ccc(Cl)cc2)c1=O | -4% | -3% | 7% | 3% | -13% | 0% | ? | -4%
COC(=O)Cn1cnc2ccccc2c1=O | 9% | -6% | -1% | 4% | -3% | 6% | 5% | -2%
Cc1ccc(N2CC(C(=O)NCc3ccccn3)CC2=O)cc1 (configuration not stated) | -5% | -10% | 4% | 0% | . | -4% | -5% | 2%
CCOc1ccccc1NC(=O)c1ccc2nccnc2c1 | 5% | i | -4% | -7% | 0% | -2% | 8% | -1%
N#Cc1ncn(-c2ccc(Oc3ccccc3)cc2)c1N | 10% | -2% | 7% | -7% | -20% | 4% | -20%[46 µM] | -9%

Four compounds from above with just Lamin A splicing, TexasRed fluor and GoLoco inh red:
| molecule | Lamin A splicing | TexasRed fluor | GoLoco inh red |
| --- | --- | --- | --- |
| Cc1ccc2c(c1)CC1(CN2C)C(=O)OC(C)(C)OC1=O | -6% | -3% | -16% |
| CCOC(=O)CNC(=O)c1cn(CC)c(=O)c2cc(OC)c(OC)cc12 | 8% | -2% | 1% |
| CC(=O)N1CCN(S(=O)(=O)c2c(F)cc(F)c(Cl)c2F)CC1 | . | 0% | 3% |
| CC(C)C1OC2c3cccc4cccc(c34)C2N1c1ccccc1 (configuration not stated) | -11% | 6% | -52% |

The listing picks up; the 3 compounds before the break are reprinted first.
SMILES | GoLoco inh red | RECQ1 helicase | KDM4E inh | TexasRed fluor | SMN2 splice enh | ALDH1A1 inh | Lamin A splicing | TRb SRC2 PPI
Cc1ccc(N2CC(C(=O)NCc3ccccn3)CC2=O)cc1 (configuration not stated) | -5% | -10% | 4% | 0% | . | -4% | -5% | 2%
CCOc1ccccc1NC(=O)c1ccc2nccnc2c1 | 5% | i | -4% | -7% | 0% | -2% | 8% | -1%
N#Cc1ncn(-c2ccc(Oc3ccccc3)cc2)c1N | 10% | -2% | 7% | -7% | -20% | 4% | -20%[46 µM] | -9%
O=c1[nH]c2cccc(Cl)c2n(CCNc2ncc(C(F)(F)F)cc2Cl)c1=O | 18% | -5% | -10% | 5% | -59%[inhibitor] | ? | ? | -7%
CN(C)S(=O)(=O)c1ccccc1N=C=S | 0% | 7% | 7% | -1% | . | ? | . | -2%
Cc1ccc2c(c1)N(CCC(=O)NC(C)C)C(=O)CO2 | -1% | -4% | 8% | -2% | 30% | -3% | -2% | -11%
COc1ccc(-c2nc(C(N)=O)c3[nH]c(=O)n(-c4ccccc4OC)c3n2)c(OC)c1 | 38%[activator] | 0% | ? | 0% | 15% | ? | -6% | 3%
COc1ccc(N(CC(=O)Nc2cccc(N(C)S(C)(=O)=O)c2)S(=O)(=O)c2ccccc2)cc1Cl | -2% | i | -2% | -9% | . | -1% | . | 4%
COc1ccc(NC2CS(=O)(=O)CC2NCc2ccco2)cc1 (configuration not stated) | 2% | 13% | -3% | 0% | 27% | -5% | 16% | -7%
Cc1cccc(N2CCN(C(=S)Nc3ccc4nc(N5CCN(C)CC5)cc(C)c4c3)CC2C)c1 (configuration not stated) | -4% | -4% | ? | 0% | ? | ? | . | -5%
O=C(CCN1C(=O)c2ccc([N+](=O)[O-])cc2C1=O)Nc1cccc(O)c1 | 5% | -5% | 3% | 4% | 8% | 13% | -8% | 8%
COC(=O)CN(n1cnnc1)S(=O)(=O)c1ccccc1Cl | 6% | 5% | 4% | 1% | 5% | -2% | -4% | 3%
O=C(Nc1ccccc1)C1CC(=O)N(c2ccc3c4c(cccc24)CC3)C1 (configuration not stated) | 7% | -6% | -3% | 3% | 14% | ? | -20% | 4%
Oc1c(Br)cc2oc3c(c2c1CNCc1ccccc1)CCCC3 | 1% | 3% | 0% | -1% | -3% | 2% | 11% | -6%
N#CCc1c(C#N)c(N)nc(N2CCCC(CO)C2)c1C#N (configuration not stated) | 40%[activator] | -2% | ? | 1% | 16% | ? | -16%[46 µM] | 0%
CN=C(Nc1ccc(Cl)cc1)c1ccc(C(F)(F)F)cc1 | 2% | i | -1% | -2% | 15% | 11% | -6% | 0%
CC(C)C(NC(=O)c1ccco1)C(=O)OCc1cc([N+](=O)[O-])cc2c1OCOC2 (configuration not stated) | -4% | i | -2% | 1% | -18% | ? | 5%[46 µM] | -2%
COc1ccc2[nH]c(C(=O)Nc3ccc4c(c3)OCO4)cc2c1 | 7% | i | ? | -7% | . | . | . | 1%
CNC1C(O)C(OC2C(NC(=O)C(O)CN)CC(N)C(OC3OC(CN)C(O)C(O)C3O)C2O)OCC1(C)O (configuration not stated) | -5% | . | . | 1% | . | . | ? | 7%
CCOC(=O)c1c(C)[nH]c(C=Nc2ccc(OC)cc2)c1O | 3% | -5% | -15% | -2% | 11µM* | -9% | -10% | -9%

Given as tab-separated lines: part of the list above.
SMILES	GoLoco inh red	RECQ1 helicase	KDM4E inh	TexasRed fluor	SMN2 splice enh	ALDH1A1 inh	Lamin A splicing	TRb SRC2 PPI
O=C(CCN1C(=O)c2ccc([N+](=O)[O-])cc2C1=O)Nc1cccc(O)c1	5%	-5%	3%	4%	8%	13%	-8%	8%
N#Cc1ncn(-c2ccc(Oc3ccccc3)cc2)c1N	10%	-2%	7%	-7%	-20%	4%	-20%[46 µM]	-9%
